# Mdm2-MdmX inh – inhibitors of human Mdm2/MdmX interaction. inhibition, % at 8 µM. SaOS-2 split-luciferase Mdm2/MdmX complementation, luminescence. hit rate 3% among 330,000;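 active means inhibition of at least 50% at 8 µM in the primary screen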
# tim10-1 inh – growth inhibitors of tim10-1 mutant yeast. S. cerevisiae tim10-1 ts strain growth, BacTiter-Glo, 24 h. inhibition, % at 20 µM. hit rate 2.2% among 330,000. AID 463190;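 active means inhibition of at least 40%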;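 further: mutant grown at 25 °C; 0% = DMSO wells with yeast and 100% = wells holding no yeast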
# APJ agonist – activates the human apelin receptor APJ. activation, % at 20 µM. CHO-K1 APJ PathHunter beta-arrestin, luminescence; 0% DMSO wells, 100% apelin. P35414. hit rate 0.11% among 330,000;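 active means activation more than six SD over the plate average, tested at 20 µM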;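 further: 0% = DMSO alone and 100% = apelin-13 at 10 nM; some results filed as inactive read as strong as hits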
# Target sequence (P35414 whole entry, looked up): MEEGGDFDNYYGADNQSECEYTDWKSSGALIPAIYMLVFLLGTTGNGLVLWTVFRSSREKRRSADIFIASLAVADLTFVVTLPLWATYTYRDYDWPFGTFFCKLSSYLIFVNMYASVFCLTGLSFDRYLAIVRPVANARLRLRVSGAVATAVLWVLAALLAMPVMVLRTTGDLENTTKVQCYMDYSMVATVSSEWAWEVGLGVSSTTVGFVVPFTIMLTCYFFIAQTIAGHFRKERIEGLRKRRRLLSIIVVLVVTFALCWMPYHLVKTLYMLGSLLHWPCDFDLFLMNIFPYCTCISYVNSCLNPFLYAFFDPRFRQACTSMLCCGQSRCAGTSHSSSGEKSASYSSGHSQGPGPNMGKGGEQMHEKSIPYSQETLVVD
#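 Assay system – PathHunter CHO-K1 APJ (AGTRL-1) beta-arrestin reporter cells · Compound – one dose, 20 µM compound, 1% DMSO · Timing – compound 90 min 25 °C, reagent 1 h · Measured by – luminescence from split beta-galactosidase complementation, Galacton Star/Emerald II substrate · Measure – beta-arrestin recruitment to APJ as agonist activity, luminescent signal · Benchmarks – DMSO vs Apelin-13 10 nM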
# UPR XBP1 act – activators of adaptive arm of unfolded protein response (XBP1); CHO-XBP1 luciferase reporter, IRE1-XBP1 UPR activation, luminescence; percent of tunicamycin response, DMSO as zero; activation, % at 20 µM; hit rate 0.33% among 330,000;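 active means versus positive control, 20 µM dose yields 30% or more activation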;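 further: 100% = tunicamycin at 10 µg/mL and 0% = DMSO only wells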
#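 Signal: luciferase luminescence; Assay system: CHO-XBP1 luciferase reporter cells; Amount: one thousand reporter cells per well; Dosing: 20 µM single concentration, DMSO 1%; Benchmarks: high control tunicamycin 10 µg/mL final, low control DMSO vehicle only; Schedule: 6 h compound exposure at 37 °C, 5% CO2; Evaluation: percent activation relative to tunicamycin reference.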
# NALP3 yeast inh – blocks the NALP3 inflammasome reconstituted in yeast; Yeast reconstituted NLRP3/ASC/caspase-1, beta-gal luminescence, 24 h; inhibition, % at 10 µM; hit rate 0.39% among 330,000; AID 2825;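 active means inhibition of 50% or more; inactive means inhibition below 50%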;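 further: plate controls were induced DMSO wells for no effect and uninduced yeast grown without galactose for full effect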
# tim23-1 inh – tim23-1 yeast growth inhibition; S. cerevisiae tim23-1 growth, BacTiter-Glo luminescence, 24 h; inhibition, % at 20 µM; hit rate 1.3% among 330,000;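 active means growth inhibition of the mutant yeast at or above 50%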;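 further: temperature-sensitive mutant grown at 25 °C; plate controls were DMSO-treated mutant yeast for no effect and medium wells lacking yeast for full effect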
# CHOP UPR activ – activators of apoptotic arm of unfolded protein response (CHOP); CHO-CHOP luciferase reporter, UPR activation, luminescence; percent of tunicamycin response over DMSO baseline; hit rate 0.34% among 330,000; activation, % at 10 µM;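 active means at 10 µM dose, activation of 40% or more, normalized to positive control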;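 further: 100% = tunicamycin at 10 µg/mL and 0% = DMSO alone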
#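 Material: CHO-CHOP cells, stable luciferase reporter of PERK-eIF2a-CHOP signalling; quantity: 500 reporter cells seeded per well; buffer or medium: F12 medium containing 10% fetal bovine serum; compound: one dose, 10 µM in 0.5% DMSO; incubation: 6 h compound treatment, 37 °C; measured by: Steady-Glo luciferase luminescence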
# NR3A LBD binder – NR3A (human) ligand-binding domain modulation | NR3A LBD differential scanning fluorimetry, Tm shift; 0% = protein alone, 100% = glycine-bound protein | Tm shift relative to glycine control, % at 25 µM | hit rate 2.5% among 340,000 | AID 1259313;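 active means melting temperature shift of at least 10% of the positive control shift, at one fixed dose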
# TIM10 inh – TIM10 yeast growth inhibition; S. cerevisiae TIM10 strain growth, BacTiter-Glo luminescence, 24 h; inhibition, % at 10 µM; hit rate 1.4% among 330,000; AID 463195;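 active means inhibition of 40% or more at the single tested concentration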;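 further: wild-type TIM10 isogenic control strain grown at permissive 25 °C; 0% = DMSO yeast wells and 100% = minimal medium wells without yeast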
# Numbers without * were called inactive; . = no result given.
# Values in the order – TIM10 inh, UPR XBP1 act, APJ agonist, NALP3 yeast inh, NR3A LBD binder, tim10-1 inh, tim23-1 inh, CHOP UPR activ, Mdm2-MdmX inh
- CN(C(=O)Cc1ccccc1)n1cnnc1
  8, -1, -1, -8, 2, 4, -2, 0.6, 28
- CCc1ccc(NC(=O)[C@H](Cc2ccccc2)NC(=O)C2CCN(C(=O)[C@@H](N)CC(C)C)CC2)cc1
  5, -2, -1, 16, -2, 1, -4, -0.6, 30
- Cc1nc(CCNC(=O)C2CCC(=O)N(Cc3cccc(F)c3)C2)sc1C (stereo not drawn)
  -4, -4, 1, 10, -3, 21, 3, 2.4, 16
- Cc1ccc(NC(=O)NCCCl)cc1S(=O)(=O)N1CCOCC1
  -3, -5, -4, 13, -2, 8, 14, -1.8, -7
- O=C(COC(=O)CCc1c[nH]c(=O)[nH]1)Nc1ccccc1
  4, -1, 3, 6, -1, 9, -1, -0.2, 29
- COc1cc(OC)c(OC)cc1CN1CCN(Cc2cccn2C)CC1
  -7, -3, 0, 17, 2, 10, 6, 1.4, -14
- O=C(O)c1ccc(S(=O)(=O)c2ccc(Sc3ccc(C(=O)O)c(C(=O)O)c3)cc2)cc1
  -1, 0, -1, 5, 2, 6, 8, -0.8, 5
- O=C(COc1ccccc1)NC(NC(=S)Nc1ccccc1O)C(Cl)(Cl)Cl (stereo not drawn)
  15, -1, -2, 21, 5, 22, 17, -0.9, 31
- Cc1cc(NC(=O)Cc2cccs2)no1
  -7, -1, -3, -6, -1, 13, -26, -1.3, 13
- CC(=O)Nc1ccc(NC(=O)c2c([N+](=O)[O-])c(C(C)(C)C)nn2C)cc1
  6, -1, 0, 5, 1, 9, 23, -1.0, 11
- COCCNC(=O)Cn1cnc2c(cnn2-c2ccc(C)cc2)c1=O
  -3, -5, -1, 16, -2, -8, -7, 0.6, 15
- CC1(C)Cc2c(cnn2-c2ccc(F)cc2)C(NC(=O)CCN2CCCC2=O)C1 (stereo not drawn)
  2, -4, -4, 13, -2, 16, 16, 1.4, -1
- O=C1NC(NS(=O)(=O)c2ccc(Cl)cc2)(C(F)(F)F)C(=O)N1c1ccccc1 (stereo not drawn)
  -4, -1, 0, 7, 4, 6, 12, -0.7, -26
- O=C(/C=C/c1ccc(S(=O)(=O)N2CCOCC2)cc1)NCc1ccc(Cl)cc1
  8, 0, 1, 11, -7, 32, 27, 5.4, -4
- O=c1ccc(S(=O)(=O)N2CCC(Cc3ccccc3)CC2)c[nH]1
  4, 1, 5, 17, -4, 21, 20, -2.2, 20
- CC(NC(=O)c1ccc(Br)cc1)C(=O)NC1=NCCS1 (stereo not drawn)
  -2, -3, -3, -1, -14, 0, -4, 2.1, -4
- O=C(CCNC(=O)c1ccc(Br)cc1)Nc1cccc(S(=O)(=O)N2CCCCC2)c1
  -8, -4, 3, 15, -9, 15, 1, -1.4, 15
- COc1cccc(OCC(=O)NNC(=O)c2cccs2)c1
  -9, 0, 3, 8, -3, 12, 8, 2.2, 2
- Nc1nonc1-n1nnc(C(=O)N/N=C/c2cccc(Cl)c2)c1-c1cccs1
  -4, -3, -7, 9, 27*, -10, -2, 2.1, 21
- CCOc1ccc(CN(C)c2ccc(S(=O)(=O)N3CCN(C)CC3)cc2[N+](=O)[O-])cc1OC
  4, -3, -3, 12, 3, 20, 12, 3.1, -11

# In another format: entries from further up
mol,TIM10 inh,UPR XBP1 act,APJ agonist,NALP3 yeast inh,NR3A LBD binder,tim10-1 inh,tim23-1 inh,CHOP UPR activ,Mdm2-MdmX inh
COc1cc(OC)c(OC)cc1CN1CCN(Cc2cccn2C)CC1,-7,-3,0,17,2,10,6,1.4,-14
O=C(O)c1ccc(S(=O)(=O)c2ccc(Sc3ccc(C(=O)O)c(C(=O)O)c3)cc2)cc1,-1,0,-1,5,2,6,8,-0.8,5
O=C(COc1ccccc1)NC(NC(=S)Nc1ccccc1O)C(Cl)(Cl)Cl (stereo not drawn),15,-1,-2,21,5,22,17,-0.9,31
Cc1cc(NC(=O)Cc2cccs2)no1,-7,-1,-3,-6,-1,13,-26,-1.3,13
CC(=O)Nc1ccc(NC(=O)c2c([N+](=O)[O-])c(C(C)(C)C)nn2C)cc1,6,-1,0,5,1,9,23,-1.0,11
COCCNC(=O)Cn1cnc2c(cnn2-c2ccc(C)cc2)c1=O,-3,-5,-1,16,-2,-8,-7,0.6,15
CC1(C)Cc2c(cnn2-c2ccc(F)cc2)C(NC(=O)CCN2CCCC2=O)C1 (stereo not drawn),2,-4,-4,13,-2,16,16,1.4,-1

# Retrieved by compound from the list above (two):
# Values in the order – TIM10 inh, UPR XBP1 act, APJ agonist, NALP3 yeast inh, NR3A LBD binder, tim10-1 inh, tim23-1 inh, CHOP UPR activ, Mdm2-MdmX inh
- CN(C(=O)Cc1ccccc1)n1cnnc1
  8, -1, -1, -8, 2, 4, -2, 0.6, 28
- O=C1NC(NS(=O)(=O)c2ccc(Cl)cc2)(C(F)(F)F)C(=O)N1c1ccccc1 (stereo not drawn)
  -4, -1, 0, 7, 4, 6, 12, -0.7, -26

# Other compounds follow.
# Values in the order – TIM10 inh, UPR XBP1 act, APJ agonist, NALP3 yeast inh, NR3A LBD binder, tim10-1 inh, tim23-1 inh, CHOP UPR activ, Mdm2-MdmX inh
- C=CCn1c(/N=C/c2ccc(N(C)C)cc2)nc2ccccc21
  -14, -3, 0, 25, -13, -11, 10, 0.7, -10
- NC(=O)C1CCN(CC(=O)Nc2ccccc2C(=O)NC2CC2)CC1
  -4, 1, 3, 1, 0, -13, -4, -2.2, 1
- CCCCc1nc(N)c(C#N)c(-c2ccco2)c1CCC
  2, 1, 1, 20, -1, -4, 9, 0.0, 25
- C=CCN1C(=O)C2(C(C(=O)c3ccc(C)o3)=C(O)C(=O)N2CCCN2CCOCC2)c2ccccc21 (stereo not drawn)
  7, -1, -2, -13, -1, 6, 4, 2.0, 0
- CCOc1ccc(N/C(=C(/C(Cl)=C(Cl)Cl)[N+](=O)[O-])n2cncn2)cc1
  5, -4, 4, 10, ., 17, 10, 1.0, 3
- Cc1ccc2nc(-c3ccc(NC(=O)COC(=O)c4ccco4)cc3)sc2c1
  -8, -4, 0, 16, -8, 22, 4, -1.1, -7
- CCCN1C(=O)COc2ccc(-c3n[nH]c(=O)c4ccccc34)cc21
  3, 1, -3, 11, 0, 7, -2, -1.0, 27
- CC1(C)O[C@@H]2[C@H](O1)[C@@H](CO)O[C@H]2n1cnc2c(=O)[nH]cnc21
  3, 6, -3, 3, 0, -5, -8, -0.8, -2
- N#CNC(=Nc1ccc(F)cc1)SCc1ccccc1
  -7, 2, -3, 4, 0, 9, -20, -0.5, 15
- COc1ccccc1C(=O)N/N=C/C(C)=C/c1ccccc1
  4, 0, -1, 14, 1, -1, 21, 4.5, -4
- O=C1CCCN1CCCNc1nc2c(S(=O)(=O)c3ccc(Br)cc3)nnn2c2ccccc12
  -8, 2, -5, 10, -5, 18, 15, 2.1, 30
- CC(C(=O)Nc1ncccn1)(c1ccccc1)c1ccccc1
  2, -4, -4, 6, -1, 18, 7, -1.3, 8
- CC(C)(O)C#Cc1ccc(CN2CCCC(CO)(Cc3cccc(Cl)c3)C2)cc1 (stereo not drawn)
  11, -1, -3, 12, -2, 25, 26, -1.3, 25
- Cc1cc(NC(=O)CSc2nc(-c3ccccc3)cs2)no1
  -9, -1, 2, 34, 3, -18, -4, -0.1, 18
- CCCCn1c(N)nc2ccccc21
  -3, -2, 0, 13, -3, -19, -8, -2.1, 10
- O=C(O)CCCn1c(=O)c2cccn2c2ccc(F)cc21
  4, -2, -1, -3, 1, -9, -1, 2.1, 5
- NC(=O)N/N=C/c1ccc(-n2nncc2-c2ccc(Cl)cc2)cc1
  10, 1, -2, 7, -3, 8, 14, 1.6, 27
- Cn1c(SCc2nc(-c3ccc(Cl)cc3)no2)nnc1-c1ccccc1
  -15, 0, 1, 28, -6, 36, 33, 0.9, 17
- N/C(CN1CCCC1=O)=N\OC(=O)c1ccc(Cl)cc1
  -4, -1, 6, -1, -1, 2, -2, 3.0, -12
- Oc1ccccc1-c1cc(C(F)(F)C(F)F)nc(-c2ccccc2)n1
  -3, 4, -2, 9, 14*, 11, 2, 0.0, 11

# (continued)
# Values in the order – TIM10 inh, UPR XBP1 act, APJ agonist, NALP3 yeast inh, NR3A LBD binder, tim10-1 inh, tim23-1 inh, CHOP UPR activ, Mdm2-MdmX inh
- CCCCOc1ccc(C(=O)NCC(=O)OCC(=O)N2CCN(S(=O)(=O)c3ccc(C)cc3C)CC2)cc1
  18, 0, -1, 1, -10, 16, 14, 3.2, 12
- CC(=O)c1ccc(NC(=O)C2CCCN(S(=O)(=O)c3cccc4nonc34)C2)cc1 (stereo not drawn)
  -7, -1, 0, -2, 1, 27, 9, 0.9, 1
- CCN(CC)CCn1c(=S)[nH]c2cc(Cl)ccc2c1=O
  -5, 0, 0, 4, 0, 15, 13, -2.4, 13
- CCC(=O)NC1OC(CO)C(O)C(O)C1O (stereo not drawn)
  7, 1, -4, -5, 2, -5, 2, -0.2, -6
- CC(C)NC(=O)c1ccc2c(c1)N(CC(=O)N1CCOCC1)C(=O)C(C)(C)O2
  6, -1, 0, -22, 0, 16, 3, 0.7, -30
- Cn1nc(C(=O)Nc2cccc(S(N)(=O)=O)c2)c2ccccc2c1=O
  -22, -2, -3, 8, -1, 5, -5, -0.3, 23
- COc1ccc(C2(c3ccc(OC)cc3)NC(=O)N(CC(=O)NC3CCS(=O)(=O)C3)C2=O)cc1 (stereo not drawn)
  -1, 0, -3, -3, 0, -10, -3, 1.5, -24
- CCOC(=O)c1ccc2c(c1)nc(-c1ccc(F)cc1)c1nccn12
  6, 4, -1, 12, 3, 15, 20, 0.8, 25
- COc1ccc(CC2(CO)CCN(Cc3nc(C(C)C)cs3)CC2)cc1
  9, -5, -1, 20, -2, 22, 23, -1.6, 12
- S=C1NCCOCCOCCOCCOCCNC(=S)N2CCOCCOCCN1CCOCC2
  5, 4, -2, 8, 2, 8, -10, 1.0, 24
- Cc1cc(C)c(C#N)c(SCCS(=O)(=O)c2ccc(C(C)(C)C)cc2)n1
  15, 0, -3, 8, 2, 13, 13, 2.6, 5
- O=C1N=C(N2CCCCC2)S/C1=C\c1cn[nH]c1-c1ccccc1
  -4, 3, -4, -2, -15, -6, -12, 5.9, -38
- Fc1ccccc1NC(=S)NCc1ccccc1
  13, -4, 1, 2, 0, 17, 10, -0.1, -6
- Cn1c(CNC(=O)c2ccco2)nnc1SCC(=O)Nc1ccc(Br)cc1F
  -3, -2, 0, 10, -5, 4, 13, 1.8, 17
- Cc1ccc(S(=O)(=O)CCN2CCN(c3ccccc3)CC2)cc1
  15, -2, -4, 10, 2, 0, 12, 1.1, -9
- Cc1ccc(C(C)C)cc1OCC(=O)NNC(=O)Nc1ccccc1
  2, -6, -3, 23, -5, -15, 6, -1.9, 3
- COc1ccc(CC(=O)NCC(C)(C)N2CCOCC2)cc1
  -10, 0, -3, 3, -1, -5, 4, 0.2, 29
- CCOc1cc(C2C(C(=O)c3ccco3)=C(O)C(=O)N2CCc2ccccc2)ccc1O (stereo not drawn)
  12, 1, -3, 12, 3, 17, 6, 0.8, 24

# Screening data from PubChem BioAssay.
